PDI turbidity: blocks human protein disulfide isomerase activity | PDI insulin aggregation turbidity, A650, 90 min | inhibition, % at 10 µM | P07237 | 350,000 tested, 0.052% active;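 active means mean inhibition across replicates of 30% or more, whatever share of single replicates reach that level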;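 further: absorbance from insulin aggregation driven by PDI reduction with DTT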
Target sequence (P07237 whole entry, looked up): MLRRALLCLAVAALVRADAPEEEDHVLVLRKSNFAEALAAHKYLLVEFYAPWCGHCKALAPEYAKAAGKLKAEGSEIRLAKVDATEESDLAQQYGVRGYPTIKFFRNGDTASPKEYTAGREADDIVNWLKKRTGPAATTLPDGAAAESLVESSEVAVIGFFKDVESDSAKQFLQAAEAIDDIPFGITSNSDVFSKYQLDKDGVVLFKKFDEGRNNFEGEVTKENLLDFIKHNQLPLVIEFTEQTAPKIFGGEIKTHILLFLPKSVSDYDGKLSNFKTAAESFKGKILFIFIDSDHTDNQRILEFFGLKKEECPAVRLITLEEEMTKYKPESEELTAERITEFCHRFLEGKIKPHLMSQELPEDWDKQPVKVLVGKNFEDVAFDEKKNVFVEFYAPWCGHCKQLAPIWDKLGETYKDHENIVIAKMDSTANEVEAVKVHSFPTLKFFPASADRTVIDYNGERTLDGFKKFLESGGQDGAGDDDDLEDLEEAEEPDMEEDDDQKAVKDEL
aDG glyco up: alpha-DG glycosylation activation | 360,000 tested, 0.22% active | activation, % at 10 µM | AID 624168 | Pro5-aDG cells, alpha-DG glycosylation AlphaScreen (IIH6); 0% Pro5, 100% B10-LARGE cell signal;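 active means activation of at least 8% versus controls, or a plate z-score of at least 8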;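 further: Pro5 are CHO cells carrying HIG-tagged alpha-DG that lacks glycosylation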
CaV13 ICDI inh: Primary screen for inhibitors of IQ motif and Ca2+-dependent inactivation inhibitor domain binding in CACNA1D, Förster resonance energy transfer in living cells, …; 340,000 tested, 0.098% active; HEK cells, CFP/YFP FRET ICDI-IQ, plate reader, 10 min; percent FRET-ratio fall versus neutral wells; inhibition, % at 12.3 µM; AID 743397;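 active means mean replicate inhibition of at least 30% and at least 1% of replicates passing that level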;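 further: 0% = median of the neutral control wells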
HTR2A ag: agonists of mouse serotonin 5-HT2A receptor (HTR2A); 360,000 tested, 0.66% active; AID 624169; activation, % at 7.6 µM; CHO-K1 mHTR2A beta-arrestin complementation, luminescence; percent of 30 µM serotonin response;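 active means activation above a run cutoff, the mean activation of all tested compounds plus 3 SD, cut at about 14% in these data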;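 further: 0% = plate median of compound wells and 100% = 30 µM serotonin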
Vif inh: HIV Vif inhibition; AID 602346; inhibition, % at 7.49 µM; 340,000 tested, 0.35% active; HEK293T cells, Vif self-association by quenched fluorescence, imaging, 24 h; in the data active means inhibition above about 50%, passing the limit was not always enough; further: some results filed as inactive read as strong as hits
MC4R ag barr: human MC4R agonism via beta-arrestin. U2OS MC4R beta-arrestin complementation, luminescence; percent of melanotan II response, DMSO zero. P32245. activation, % at 8.9 µM. 360,000 tested, 0.98% active;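 active means activation above a per-plate cutoff, the mean activation of sample wells on that plate plus 3 SD, cut at about 8% in these data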
Target sequence (P32245 whole entry, looked up): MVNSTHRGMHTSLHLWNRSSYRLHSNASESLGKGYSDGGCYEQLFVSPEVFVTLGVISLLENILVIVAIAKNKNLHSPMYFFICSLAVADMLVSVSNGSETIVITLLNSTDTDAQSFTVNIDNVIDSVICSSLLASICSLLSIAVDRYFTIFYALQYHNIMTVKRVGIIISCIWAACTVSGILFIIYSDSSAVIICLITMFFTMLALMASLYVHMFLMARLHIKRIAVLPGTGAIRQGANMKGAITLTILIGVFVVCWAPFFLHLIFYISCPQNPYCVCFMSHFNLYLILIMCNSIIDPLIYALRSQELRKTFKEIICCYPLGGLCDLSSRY
Cardio protect: protects H9c2 cardiomyocytes from peroxide injury; H2O2 injury protection, ATPLite, 2 h; protection from H2O2 cell death, % at 20 µM; 360,000 tested, 0.63% active; AID 588492;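 active means compounds giving at least 50% protection of heart cells from peroxide-induced death in the single-dose screen, raw or plate-pattern-corrected value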;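 further: 0% = DMSO wells with peroxide and 100% = DMSO wells without peroxide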
ABCB6 inh 2: blocks the human ABCB6 transporter; K562-ABCB6 porphyrin accumulation, flow cytometry, 1 h; hits give low values; fluorescence ratio to DMSO, % at 10 µM; 360,000 tested, 0.19% active; AID 602162;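 active means fluorescence ratio to DMSO below 75%, the collection mean minus 3 SD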;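 further: signal is porphyrin accumulated inside mitochondria; 100% equals median channel fluorescence of DMSO control wells; lower ratio means ABCB6 inhibition with less porphyrin fluorescence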
MC4R antag cAMP: blocks human MC4R cAMP signaling | P32245 | MC4R-expressing cells, MTII-stimulated cAMP, LANCE TR-FRET | inhibition, % at 6.5 µM | 360,000 tested, 0.48% active | AID 540295;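 active means inhibition above its plate's cutoff, the mean of tested wells on that plate plus 3 SD, cut at about 29% in these data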;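 further: 0% = Melanotan II alone and 100% = Melanotan II plus saturating MCL0020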
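material = U2OS cells stably expressing human melanocortin 4 receptor (MC4R) | also added = Melanotan II challenge | dosing = single nominal compound dose of 6.5 µM | detection = TR-FRET with Eu-cAMP and labeled anti-cAMP, 671 nm | replication = singlicate | timing = compound 30 min, challenge 1 h, detection 1 h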
Glyco luc inh: blocks N-linked glycosylation in D54 reporter cells; D54 ERlucT glycosylation luciferase reporter, 24 h; percent of 100 nM tunicamycin response; reporter increase, % at 12.5 µM; 360,000 tested, 0.23% active;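 active means mean luciferase reporter signal, scaled so untreated is 0 and the glycosylation-blocking control 100, at or above a set limit in every replicate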;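 further: luciferase carries N-glycosylation sites so blocking glycosylation raises the light; 0% = median of neutral control wells and 100% = median of 100 nM tunicamycin wells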
Active calls of the source: *. Compounds were not picked by outcome; about 3.6% have a hit in one of these screens.

`COc1ccc(CC(=O)NCc2nnc(SCc3ccc(C)cc3)n2C)cc1` gave PDI turbidity 11, aDG glyco up 0.3, CaV13 ICDI inh -4, HTR2A ag -2, Vif inh -6, MC4R ag barr 0.1, Cardio protect -7, ABCB6 inh 2 101, MC4R antag cAMP -2 and Glyco luc inh -2.
Cc1ccc2nc(CSc3nnc(Nc4ccccc4C)s3)cc(=O)n2c1 was read as PDI turbidity 10, aDG glyco up 0.0, CaV13 ICDI inh -3, HTR2A ag 2, Vif inh 12, MC4R ag barr -0.3, Cardio protect -1, ABCB6 inh 2 101, MC4R antag cAMP 11 and Glyco luc inh -4.
Screening c1ccc(Cn2cc(-c3ccccc3)cn2)cc1 returned PDI turbidity -3, aDG glyco up 0.3, CaV13 ICDI inh -11, HTR2A ag -9, Vif inh -10, MC4R ag barr 0.6, Cardio protect 4, ABCB6 inh 2 96, MC4R antag cAMP 8 and Glyco luc inh 1.
`CC(C)c1ccc(N(C(=O)c2ccco2)C(C(=O)NC2CCCC2)c2cccnc2)cc1` (stereo unspecified) gave PDI turbidity 11, aDG glyco up 0.3, CaV13 ICDI inh -3, HTR2A ag 1, Vif inh 15, MC4R ag barr 1.1, Cardio protect 6, ABCB6 inh 2 96, MC4R antag cAMP 11 and Glyco luc inh 2.
COc1cccc(NC(=O)CN(C)C(=O)CCCc2nc3ccccc3s2)c1 was read as PDI turbidity -7, aDG glyco up -0.2, CaV13 ICDI inh -4, HTR2A ag 0, Vif inh 5, MC4R ag barr 0.5, Cardio protect -3, ABCB6 inh 2 87, MC4R antag cAMP -3 and Glyco luc inh 2.
For O=C(CN1CCN(c2ccccc2)CC1)Nc1nnc(-c2ccccc2)s1 the results were PDI turbidity 6, aDG glyco up 0.0, CaV13 ICDI inh -3, HTR2A ag -4, Vif inh 4, MC4R ag barr 5.1, Cardio protect -6, ABCB6 inh 2 91, MC4R antag cAMP 3 and Glyco luc inh -2.
For COc1ccc(NS(=O)(=O)c2cc(NC(=O)CC(C)(C)C)ccc2N2CCCC2)cc1 the results were PDI turbidity -2, aDG glyco up -0.1, CaV13 ICDI inh -17, HTR2A ag -4, Vif inh 3, MC4R ag barr -2.2, Cardio protect -2, ABCB6 inh 2 94, MC4R antag cAMP -1 and Glyco luc inh -3.
CSc1ncc(C(=O)Nc2ccccc2F)c(-c2ccccc2)n1 was read as PDI turbidity -1, aDG glyco up 0.1, CaV13 ICDI inh -1, HTR2A ag -11, Vif inh -13, MC4R ag barr 1.0, Cardio protect 2, ABCB6 inh 2 98, MC4R antag cAMP 3 and Glyco luc inh 2.
O=Cc1cccc(OCc2cn(CC(=O)c3ccc(O)cc3)nn2)c1 was read as PDI turbidity 4, aDG glyco up 0.1, CaV13 ICDI inh -3, HTR2A ag 4, Vif inh -2, MC4R ag barr -3.6, Cardio protect 16, ABCB6 inh 2 105, MC4R antag cAMP 5 and Glyco luc inh -2.
`C=CCn1c(SCC(=O)NCc2ccco2)nc2sc(C)c(C)c2c1=O` gave PDI turbidity 3, aDG glyco up -0.1, CaV13 ICDI inh -9, HTR2A ag -2, Vif inh 2, MC4R ag barr -0.7, Cardio protect 2, ABCB6 inh 2 98, MC4R antag cAMP -15 and Glyco luc inh 0.
Screening Cc1ccc(NC(=S)N2CCOCC2)c(C)c1 returned PDI turbidity -11, aDG glyco up -0.2, CaV13 ICDI inh -3, HTR2A ag 0, Vif inh -1, MC4R ag barr -2.5, Cardio protect -3, ABCB6 inh 2 92, MC4R antag cAMP 0 and Glyco luc inh 0.
Cc1ccc(-c2csc(C(C#N)=C(O)CN3CCN(C(=O)c4ccco4)CC3)n2)cc1 was read as PDI turbidity -20, aDG glyco up 0.1, CaV13 ICDI inh -7, HTR2A ag 5, Vif inh -6, MC4R ag barr -0.5, Cardio protect 1, ABCB6 inh 2 97, MC4R antag cAMP 3 and Glyco luc inh -1.
O=C(CSc1cccc[n+]1[O-])Nc1cc2c(cc1Cl)C(=O)c1ccccc1C2=O was read as PDI turbidity -10, aDG glyco up 0.5, CaV13 ICDI inh -3, HTR2A ag 2, Vif inh -10, MC4R ag barr -0.9, Cardio protect -8, ABCB6 inh 2 101, MC4R antag cAMP -1 and Glyco luc inh 5.
`C#CCOCCOCCOCCNc1nc(N2CCN(C(=O)[C@H](CCCCN)n3cc(CN)nn3)CC2)nc(N2CCN(C(=O)[C@H](CCC(=O)O)n3cc([C@@H](N)CCSC)nn3)CC2)n1` gave PDI turbidity 7, aDG glyco up 0.3, CaV13 ICDI inh -6, HTR2A ag 0, MC4R ag barr -1.1, Cardio protect 5, ABCB6 inh 2 98, MC4R antag cAMP 0 and Glyco luc inh 2.
C=C(C)c1cc2c(ccc3ccc(=O)oc32)o1 was read as aDG glyco up 0.1, HTR2A ag 0, Vif inh -2, MC4R ag barr -1.5, Cardio protect -2, ABCB6 inh 2 102, MC4R antag cAMP 6 and Glyco luc inh 1.
For Cc1occc1C(=O)NNC(=S)Nc1cccc([N+](=O)[O-])c1 the results were PDI turbidity -4, aDG glyco up 0.7, HTR2A ag -3, Vif inh 14, MC4R ag barr -2.6, Cardio protect 6, ABCB6 inh 2 108, MC4R antag cAMP -2 and Glyco luc inh 2.
`CC(=O)c1c(C)[nH]c(C(=O)OC(C)C(=O)Nc2ccc(C)c(S(=O)(=O)N3CCOCC3)c2)c1C` (stereo unspecified) gave PDI turbidity 11, aDG glyco up 0.0, CaV13 ICDI inh -2, HTR2A ag 2, Vif inh -14, MC4R ag barr -2.0, Cardio protect -6, ABCB6 inh 2 89, MC4R antag cAMP 2 and Glyco luc inh 0.
COc1ccc(S(=O)(=O)N2CCCC2)cc1OC was read as PDI turbidity 1, aDG glyco up 0.0, CaV13 ICDI inh -21, HTR2A ag 0, Vif inh 3, MC4R ag barr -1.1, Cardio protect 4, ABCB6 inh 2 96, MC4R antag cAMP 1 and Glyco luc inh 1.
Screening CCC(C)Sc1nc2ccccc2c(=O)[nH]1 (stereo unspecified) returned PDI turbidity -6, aDG glyco up -0.1, HTR2A ag 4, Vif inh 19, MC4R ag barr 1.0, Cardio protect 16, ABCB6 inh 2 102, MC4R antag cAMP 7 and Glyco luc inh -1.
For CCNC(=O)n1nccc1C(C)Oc1ccc(Cl)cc1 (stereo unspecified) the results were PDI turbidity -7, aDG glyco up 0.1, CaV13 ICDI inh -5, HTR2A ag -4, Vif inh -6, MC4R ag barr -0.3, Cardio protect -2, ABCB6 inh 2 99, MC4R antag cAMP 16 and Glyco luc inh 0.
`C/C(=N\NC(=O)c1cccc(F)c1)c1ccc(NC(=O)Cc2ccccc2)cc1` gave PDI turbidity 14, aDG glyco up -0.1, CaV13 ICDI inh -7, HTR2A ag 9, Vif inh -3, MC4R ag barr -0.6, Cardio protect -3, ABCB6 inh 2 101, MC4R antag cAMP 1 and Glyco luc inh 0.
`Cc1ccc(CN(C)CC(=O)NC(C)c2ccccc2)cc1` (stereo unspecified) gave PDI turbidity 9, aDG glyco up 0.1, CaV13 ICDI inh -3, HTR2A ag -5, Vif inh -4, MC4R ag barr -0.3, Cardio protect -11, ABCB6 inh 2 99, MC4R antag cAMP 11 and Glyco luc inh -2.
Screening NC(=O)c1ccsc1NC(=O)COC(=O)/C=C/c1ccccc1 returned PDI turbidity -2, aDG glyco up -0.2, CaV13 ICDI inh -6, HTR2A ag -9, Vif inh 3, MC4R ag barr -0.6, Cardio protect 0, ABCB6 inh 2 101, MC4R antag cAMP 6 and Glyco luc inh 0.
Screening CC1CCCCN1C(=O)Cn1cc(C(=O)c2ccco2)c2ccccc21 (stereo unspecified) returned PDI turbidity 1, aDG glyco up 0.0, CaV13 ICDI inh -6, HTR2A ag 0, Vif inh 11, MC4R ag barr -1.7, Cardio protect -3, ABCB6 inh 2 99, MC4R antag cAMP 4 and Glyco luc inh 1.

Entries above that contain fluorine:
CSc1ncc(C(=O)Nc2ccccc2F)c(-c2ccccc2)n1 was read as PDI turbidity -1, aDG glyco up 0.1, CaV13 ICDI inh -1, HTR2A ag -11, Vif inh -13, MC4R ag barr 1.0, Cardio protect 2, ABCB6 inh 2 98, MC4R antag cAMP 3 and Glyco luc inh 2.
`C/C(=N\NC(=O)c1cccc(F)c1)c1ccc(NC(=O)Cc2ccccc2)cc1` gave PDI turbidity 14, aDG glyco up -0.1, CaV13 ICDI inh -7, HTR2A ag 9, Vif inh -3, MC4R ag barr -0.6, Cardio protect -3, ABCB6 inh 2 101, MC4R antag cAMP 1 and Glyco luc inh 0.

(cont.)
COc1ccc(CC(=O)Nc2ccc(F)c(Cl)c2)cc1S(=O)(=O)N1CCOCC1 was read as PDI turbidity -5, aDG glyco up -0.1, CaV13 ICDI inh -2, HTR2A ag -1, Vif inh -1, MC4R ag barr -2.5, Cardio protect 5, ABCB6 inh 2 89, MC4R antag cAMP 5 and Glyco luc inh 2.
`CCCCn1c(SCC(=O)Nc2cccc(C)n2)nnc1-c1ccco1` gave PDI turbidity 4, aDG glyco up -0.2, CaV13 ICDI inh -4, HTR2A ag -1, Vif inh 2, MC4R ag barr -1.5, Cardio protect 15, ABCB6 inh 2 89, MC4R antag cAMP 1 and Glyco luc inh 0.
Screening CCOC(=O)C1CCN(C(=O)/C=C/c2ccccc2OC)CC1 returned PDI turbidity -9, aDG glyco up -0.1, CaV13 ICDI inh -4, HTR2A ag 0, Vif inh -5, MC4R ag barr 1.0, Cardio protect 4, ABCB6 inh 2 94, MC4R antag cAMP 4 and Glyco luc inh 2.
CCOC(=O)N1CCN(C(c2ccnc3ccccc23)c2nnnn2-c2ccc3c(c2)OCCO3)CC1 (stereo unspecified) was read as aDG glyco up 0.0, CaV13 ICDI inh -6, HTR2A ag 2 and ABCB6 inh 2 96.
O=C(Nc1cc(C(F)(F)F)ccc1Cl)C(Sc1n[nH]c(=O)[nH]c1=O)c1ccccc1 (stereo unspecified) was read as PDI turbidity 5, aDG glyco up 0.0, CaV13 ICDI inh 1, HTR2A ag 3, Vif inh -8, MC4R ag barr -3.1, Cardio protect -4, ABCB6 inh 2 95, MC4R antag cAMP 16 and Glyco luc inh -1.
`COc1ccc(CN(C)S(=O)(=O)c2nnc(NC(=O)c3ccccc3OC)s2)cc1OC` gave PDI turbidity -6, aDG glyco up 0.1, CaV13 ICDI inh -15, HTR2A ag 10, Vif inh 9, MC4R ag barr 0.1, Cardio protect -11, ABCB6 inh 2 96, MC4R antag cAMP 2 and Glyco luc inh 0.
For Cc1cc(=O)oc2c3c(cc(OCC(=O)N[C@@H](CC(C)C)C(=O)O)c12)OC(C)(C)CC3 the results were PDI turbidity -5, aDG glyco up 0.1, CaV13 ICDI inh -3, HTR2A ag -2, Vif inh 5, MC4R ag barr -0.4, Cardio protect -1, ABCB6 inh 2 97, MC4R antag cAMP 17 and Glyco luc inh 1.
Screening CC(c1ccccc1)C1CC(=O)N(Cc2ccco2)C1=O (stereo unspecified) returned PDI turbidity -5, aDG glyco up -0.1, CaV13 ICDI inh -4, HTR2A ag -2, Vif inh 8, MC4R ag barr -0.3, Cardio protect 9, ABCB6 inh 2 94, MC4R antag cAMP 6 and Glyco luc inh 1.

Bioassay records (PubChem)
